Bim-Bcl-2: human Bim-Bcl-2 interaction inhibition. P10415. Bead-based flow cytometry, Bim peptide-Bcl-2 binding. inhibition, % at 10 µM. 0.06% of 190,000 active. AID 950; in the data active means inhibition above about 40%; inconclusive means no clear call, values can overlap the other calls;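 further: 0% = no compound wells with probe peptide and 100% = reference peptide inhibitor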
Target sequence (P10415 whole entry, looked up): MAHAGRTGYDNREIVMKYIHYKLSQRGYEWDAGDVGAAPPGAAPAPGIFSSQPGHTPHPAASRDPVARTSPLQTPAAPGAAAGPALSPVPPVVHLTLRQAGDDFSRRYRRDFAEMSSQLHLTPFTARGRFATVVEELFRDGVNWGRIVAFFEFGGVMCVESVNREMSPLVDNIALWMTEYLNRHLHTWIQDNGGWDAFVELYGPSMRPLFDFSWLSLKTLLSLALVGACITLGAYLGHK
Mcl1 Noxa PPI: Mcl-1/Noxa interaction inhibition. Q07820. 1.5% of 220,000 active. inhibition, % at 21.7 µM. TR-FRET Mcl-1/Noxa peptide binding, 2 h;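 active means compounds that cut the protein-peptide binding signal by more than 50% relative to plate controls in a single-dose test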;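 further: His-tagged Mcl-1 with rhodamine Noxa BH3 peptide and terbium anti-His antibody; 0% = Mcl-1 plus Noxa peptide wells and 100% = peptide-only wells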
Target sequence (Q07820 whole entry, looked up): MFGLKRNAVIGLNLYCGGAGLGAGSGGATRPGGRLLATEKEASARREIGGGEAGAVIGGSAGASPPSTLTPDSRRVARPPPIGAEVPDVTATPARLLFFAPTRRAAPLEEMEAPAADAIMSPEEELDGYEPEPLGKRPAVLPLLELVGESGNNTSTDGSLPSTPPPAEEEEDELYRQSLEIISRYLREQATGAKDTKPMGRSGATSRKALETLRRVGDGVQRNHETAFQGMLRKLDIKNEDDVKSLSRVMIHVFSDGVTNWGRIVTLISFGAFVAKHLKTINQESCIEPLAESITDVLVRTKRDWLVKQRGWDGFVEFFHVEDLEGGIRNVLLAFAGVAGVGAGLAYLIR
Mcl1-Bid inh: disrupts binding of human Mcl-1 to Bid peptide; AID 1021; Q07820; TR-FRET Mcl-1/Bid-Dy647 peptide binding, 1536-well; 0.97% of 220,000 active; inhibition, % at 21.7 µM;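 active means compounds that cut the binding signal by more than half at the single screening dose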;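 further: His-tagged Mcl-1 with europium anti-His antibody binding Bid BH3 peptide; 0% = Mcl-1 plus peptide wells and 100% = peptide-only wells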
Bcl-XL Bim block: human Bim-Bcl-XL interaction inhibition; Q07817; Bim peptide-Bcl-XL binding, bead flow cytometry, fluorescence; inhibition, % at 10 µM; 0.04% of 190,000 active; AID 1007
Target sequence (Q07817 whole entry, looked up): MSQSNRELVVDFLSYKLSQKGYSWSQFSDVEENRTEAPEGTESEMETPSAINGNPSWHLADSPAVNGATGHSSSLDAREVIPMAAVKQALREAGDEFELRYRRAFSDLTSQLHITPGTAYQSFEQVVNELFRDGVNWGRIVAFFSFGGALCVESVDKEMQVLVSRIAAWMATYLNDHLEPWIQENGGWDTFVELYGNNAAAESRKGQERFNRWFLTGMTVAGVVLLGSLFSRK
RGS8-Gao: human RGS8-Galphao interaction regulation; multiplexed bead flow cytometry, RGS8-Galphao binding; actives lie on both sides; AID 1423; P09471; 0.34% of 220,000 active; response (percent of control binding), % at 10 µM; in the data active means response below about 60% or above about 140%; inactive means in between;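 further: Galphao activated as the GDP aluminium fluoride complex binding bead-coupled RGS8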
RGS4-Gao reg: human RGS4-Galphao interaction regulation. 0.33% of 220,000 active. AID 1415. P09471. Multiplexed bead flow cytometry, RGS4-Galphao binding; actives lie on both sides. binding response (% of control), % at 10 µM; in the data active means binding response below about 49% or above about 150%; inactive means in between;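 further: fluorescent Galphao activated with aluminum fluoride binding bead-coupled RGS4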
Bim-Bcl-W: disrupts Bim peptide binding to human Bcl-W; 0.02% of 190,000 active; bead-based flow cytometry; inhibition, % at 10 µM; Q92843;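 further: 0% = bound tracer without compound and 100% = peptide blocker; higher means less fluorescent Bim peptide bound to Bcl-W beads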
Mcl-1 Bim block: human Bim-Mcl-1 interaction inhibition. Q07820. Bead-based flow cytometry, Bim peptide-Mcl-1 binding. inhibition, % at 10 µM. 0.1% of 190,000 active;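 further: 0% = no compound tracer wells and 100% = peptide blocker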
RGS7-Gao: regulators of human RGS7-Galphao interaction. binding response (% of control), % at 10 µM. 0.35% of 220,000 active. AID 1439. P09471. Multiplexed bead flow cytometry, RGS7-Galphao binding; actives lie on both sides; in the data active means binding response below about 49% or above about 150%; inconclusive means no clear call, values can overlap the other calls; inactive means in between;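 further: fluorescent Galphao held in activated GDP-AlF4 state binding bead-coupled RGS7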
Bfl-1 Bim block: disrupts Bim binding to human Bfl-1 | Q16548 | Bead-based flow cytometry, Bim-Bfl-1 binding inhibition | inhibition, % at 10 µM | 0.12% of 190,000 active;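 further: 0% = wells without compound plus tracer and 100% = blocker peptide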
Bcl-B Bim block: disrupts Bim peptide binding to human Bcl-B | Q9HD36 | bead-based flow cytometry | inhibition, % at 10 µM | 0.073% of 190,000 active | AID 951;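 further: 0% = tracer peptide without compound and 100% = reference inhibitor peptide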
Numbers without * were called inactive; ? = inconclusive; · = not tested or not shown; & = joins results of further samples. Unless noted, no stated cut-off is given here; in the data, active means inhibition above about 40%. Rows were taken by chance (roughly 2.7% active in at least one column).

item	structure	Bim-Bcl-2	Mcl1 Noxa PPI	Mcl1-Bid inh	Bcl-XL Bim block	RGS8-Gao	RGS4-Gao reg	Bim-Bcl-W	Mcl-1 Bim block	RGS7-Gao	Bfl-1 Bim block	Bcl-B Bim block
1	COc1ccccc1CC(NC(C)=O)C(=O)NC1CCN(c2nnnn2-c2ccccc2)CC1 (configuration not stated)	-1	1	-31	0	98	96	4	2	98	-9	-2
2	C/C(NC(=O)c1ccccc1)=C1/C(=O)CC2C1C2(C)C (configuration not stated)	-1	-18	-34	0	102	101	-1	-2	106	-1	0
3	CCCN(CC(=O)Nc1ccccc1C)C(=O)c1cc(=O)[nH]c2ccccc12	0	9	-9	2	105	104	2	3	103	0	0
4	Cc1cccc(N(CC(=O)NC2CCCC2)C(=O)c2nsc(Cl)c2Cl)c1C	-1	3	-32	-4	103	97	-1	-3	102	-6	-6
5	CCOC(=O)N1CCN(Cc2nc(N)nc(Nc3ccc(OC)cc3)n2)CC1	-11	-5	-5	-3	97	97	0	-5	98	-12	-7
6	Cc1cccc(NC(=O)CSCc2c(C)noc2C)c1C	-7	21	-35	-9	95	94	-5	-11	92	-6	-8
7	CCn1c(SCC(=O)NC(=O)NCc2ccco2)nc2sc(C)c(C)c2c1=O	-9	55*	-6	-8	98	98	1	-1	94	-10	-9
8	Cc1cccc(OCc2nnc(SCC(=O)c3cccs3)n2C)c1C	-5	12	-23	-1	105	105	0	-3	106	-1	-4
9	Cc1ccc(S(=O)(=O)N(Cc2ccccc2)c2ccccc2C(=O)Nc2ccccc2C(=O)NCc2ccco2)cc1	1	7	-3	-3	99	99	3	2	102	1	3
10	CC(=C/c1ccco1)/C=N/N1CCN(c2ccccc2)CC1	-7	11	-59	-7	96	92	-7	-7	93	-4	-4
11	O=C1NCCCC1C(=O)Nc1cccc(C(F)(F)F)c1 (configuration not stated)	-9	0	-29	-12	103	101	-5	-5	102	-19	-9
12	CN1CCN(C(=O)/C=C/c2ccc([N+](=O)[O-])cc2)CC1	-3	-6	-8	-5	112	111	-5	-3	110	-7	-8
13	CC1NC(=O)NC1CCCCCC(=O)NCCc1ccccc1 (configuration not stated)	-3	7	-43	2	101	100	2	1	98	-8	-8
14	COc1ccc(/C=C/C(=O)NC(=S)NN2CCCCC2c2cccnc2)cc1 (configuration not stated)	-7	9	-7	-3	98	98	-4	-6	98	-11	-17
15	O=C(Nc1cccc([N+](=O)[O-])c1)c1ccn[nH]1	0	-6	-13	-2	101	105	0	1	102	-5	-1
16	COc1cc(CNCCc2ccccc2)ccc1OCc1ccc(Cl)nc1	-5	11	7	-14	103	95	0	-2	97	-9	-8
17	O=C1c2ccccc2C(=O)N1CCCCN(C(=O)c1cc2ccccc2oc1=O)c1ccc(F)cc1F	-11	-1	4	-7	105	108	-2	-1	105	0	-5
18	COC(=O)C1CSc2[nH]c(=O)sc2C1c1ccc(O)c(OC)c1 (configuration not stated)	1	7	-39	0	103	106	-1	2	102	-10	-7
19	COc1ccc2[nH]cc(/C=C(/C#N)S(=O)(=O)c3ccccc3)c2c1	-7	0	-13	0	101	97	3	0	95	-9	-6
20	CCOCCCNS(=O)(=O)c1ccc(Br)cc1	-6	-6	23	-10	98	100	-5	-6	102	-14	-9
21	COCCCn1cnnc1SCc1nc2sc(C(C)=O)c(C)c2c(=O)[nH]1	·	-2	30	·	99	102	·	·	?	·	·
22	Clc1cccc(Nc2ncnc3ccc(Br)cc23)c1	1	12	4	-2	102	99	2	-1	105	-1	1
23	CC1(C)SC(=S)N(/N=C/c2ccccc2)C1N(O)C(=O)Nc1ccc([N+](=O)[O-])cc1 (configuration not stated)	-13	4	-14	-16	99	102	-4	-4	100	0	-8
24	O=C(Nc1cccc(F)c1)N1CC=C(c2ccc(Cl)cc2)CC1	-7	-5	-7	-13	103	103	3	0	102	-11	-5
25	O=c1c2ccccc2nc(-c2ccoc2)n1CCc1ccccc1	-5	10	-18	9	102	103	0	-1	102	-8	-7
26	Cc1ccc(-n2cc(CNCCN3CCOC3=O)c(-c3ccc(F)cc3)n2)cc1	1	10	-45	-6	104	100	-5	-3	102	-1	-1
27	CCOC(=O)CC(=O)CSc1ccc2nnc(-c3cccc(F)c3)n2n1	-7	8	-22	-5	100	100	2	2	100	-11	-2
28	O=C1/C(=C/c2cccnc2)Oc2cc(OS(=O)(=O)c3ccc(F)cc3)ccc21	-2	-6	11	-9	99	94	4	0	96	-7	-7
29	Cc1ccc(CN2CCN(Cc3nc4c(s3)CCCC4)CC2CCO)cc1 (configuration not stated)	0	15	-4	-2	101	101	-4	0	101	-4	-1
30	O=C(CN1C(=O)C2CC=CCC2C1=O)OCc1cc(=O)n2cc(Br)ccc2n1 (configuration not stated)	1	9	-8	0	102	102	3	0	?	-3	-1

Whole records, looked up by structure:
Cc1cccc(N(CC(=O)NC2CCCC2)C(=O)c2nsc(Cl)c2Cl)c1C reads Bim-Bcl-2: -1; Mcl1 Noxa PPI: 3; Mcl1-Bid inh: -32; Bcl-XL Bim block: -4; RGS8-Gao: 103; RGS4-Gao reg: 97; Bim-Bcl-W: -1; Mcl-1 Bim block: -3; RGS7-Gao: 102; Bfl-1 Bim block: -6; Bcl-B Bim block: -6
CCOC(=O)N1CCN(Cc2nc(N)nc(Nc3ccc(OC)cc3)n2)CC1 reads Bim-Bcl-2: -11; Mcl1 Noxa PPI: -5; Mcl1-Bid inh: -5; Bcl-XL Bim block: -3; RGS8-Gao: 97; RGS4-Gao reg: 97; Bim-Bcl-W: 0; Mcl-1 Bim block: -5; RGS7-Gao: 98; Bfl-1 Bim block: -12; Bcl-B Bim block: -7

Remaining list, next part
item	structure	Bim-Bcl-2	Mcl1 Noxa PPI	Mcl1-Bid inh	Bcl-XL Bim block	RGS8-Gao	RGS4-Gao reg	Bim-Bcl-W	Mcl-1 Bim block	RGS7-Gao	Bfl-1 Bim block	Bcl-B Bim block
31	CCOC(=O)/C(C#N)=N\Nc1cc(Cl)ccc1OC	·	19	-24	·	98	103	·	·	?	·	·
32	COC(=O)c1ccccc1S(=O)(=O)Nc1ccc(OC)nc1	5	23	-13	6	93	87	8	3	92	0	5
33	CC(C)C(=O)Nc1ccc(NC(=O)c2cccs2)cn1	-15	20	33	-9	98	100	-5	-6	97	-22	-12
34	COC(=O)c1ccc(CSc2nnc3n(Cc4ccccc4OC)c(=O)c4ccccc4n23)o1	-1	6	-15	-8	99	102	-5	-2	99	-1	-8
35	COc1cc(NC(=O)Cn2c(C)cc3ccccc3c2=O)cc(OC)c1OC	-4	-4	-3	0	100	97	1	1	100	-13	-4
36	Cc1cccc(/C(N)=N/OC(=O)CCc2ccccc2)c1	-12	8	-3	0	107	110	0	-5	106	-19	-6
37	O=C(Cc1cn(Cc2cccc(Cl)c2)c2ccccc12)N1CCCCCC1	-2	7	-27	-2	103	101	-1	-3	99	-2	-4
38	CCC(C(=O)NC1CCCC1)N(C(=O)Cn1nnc(-c2ccc(C)o2)n1)c1cnc2ccccc2c1 (configuration not stated)	-5	19	-37	-4	101	97	0	-1	96	-15	-10
39	C=CCn1c(SCc2c(C(=O)OC)sc(N)c2C(=O)OC)nnc1-c1ccc(Br)cc1	-4	0	-13	-10	101	98	2	1	98	-7	-7
40	N#Cc1nc(Cc2ccccc2)oc1NCc1ccccc1	-2	-23	-15	1	106	96	1	1	99	0	3
41	COC(=O)c1ccccc1NC(=S)NC(=O)c1cccc2ccccc12	-3	-9	-25	-9	101	98	-3	-3	101	-3	-3
42	COc1cccc(N2C(=O)Nc3ccccc3C2(O)C(=O)NCc2ccc3c(c2)OCO3)c1 (configuration not stated)	0	1	-25	0	101	101	-1	1	97	0	0
43	COc1ccc(-c2csc(NC(=O)c3ccccc3C(=O)O)n2)cc1	-1	6	-42	-1	103	103	1	3	97	-3	2
44	S=C(Nc1ccccc1)c1ccccn1	-10	7&11	-59&-10	-9	101&99	99&101	-3	-6	?	-18	-11
45	O=C(COC(=O)c1ccc(F)cc1)Nc1ccc(Cl)cn1	·	-11	0	·	101	95	·	·	?	·	·
46	Cc1nc2ncnn2c(C)c1Cc1ccc(Cl)cc1F	-1	-6	-2	-5	103	108	-2	-1	108	-1	-3
47	O=C(CSCc1nc2ccccc2[nH]1)Nc1ccccc1	-11	·	-2	-11	100	97	1	0	103	-13	-6
48	O=C(CCCn1c(SCc2cc(=O)n3cc(Cl)ccc3n2)nc2ccccc2c1=O)NCC1CCCO1 (configuration not stated)	·	10	-15	·	92	88	·	·	?	·	·
49	O=C1CN(C(=O)/C=C/c2ccc(Cl)cc2)c2ccccc2N1	-3	8	-10	0	101	100	-1	-3	100	-5	-5
50	CCOC(=O)C1=NN(C(=O)COc2ccccc2)C(O)(c2ccc(Cl)cc2)C1 (configuration not stated)	-7	17	-38	-8	99	98	-2	-5	96	-5	-5
51	CC(C)(C)c1ccc(C(=O)NNC(=S)NCc2ccco2)cc1	·	-2	-36	·	100	103	·	·	?	·	·
52	CCc1c(C(=O)Nc2cc(C)cc(C)c2)[nH]c(C)c1C(C)=O	0	8	-2	-2	101	98	0	6	101	-16	-2
53	O=C(NCCSCc1ccccc1)c1cc(S(=O)(=O)N2CCOCC2)ccc1F	-3	7	-27	-1	102	102	-4	-2	103	-2	-3
54	CCCCCCN(C(=O)CCCCCN1C(=O)NC(c2ccc(-c3ccccc3)cc2)C(C(=O)OCc2ccccc2)=C1C)C(C(=O)NCCCC)c1ccc(OCC(=O)OC)c(C(=O)OC)c1 (configuration not stated)	·	12	-21	·	101	104	·	·	?	·	·
55	COCc1cc(C)n(CC(=O)Nc2c(C)cccc2C)c(=O)c1C#N	-2	-12	-12	0	103	101	-2	0	102	-5	-2
56	COc1ccc(NC(=O)c2cc([N+](=O)[O-])nn2Cc2ccccc2)c(C)c1	-9	-7	-8	-10	100	98	1	-5	93	-14	-5
